Screening data deposited in PubChem BioAssay by several laboratories.
HCV core dimer: blocks dimerization of HCV core protein | TR-FRET GST/Flag-core106 dimerization, 1536-well | inhibition, % at 5 µM | AID 1899 | 0.33% of 300,000 active;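 active means inhibition above the mean of all tested compounds plus 3 SD, set per screening campaign, cut at about 45% in these data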
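Material: Tagged HCV core106 pair (GST and Flag) | Amount: GST-core106 13.5 nM, Flag-core106 17 nM | Medium: KF-containing HEPES buffer, pH 7.45, DTT, CHAPS, BSA | Reagent: Eu donor and XL665 acceptor anti-tag antibodies | Schedule: 4 h at 22.5 °C | Technique: Time-resolved FRET, ex 340 nm, em 617 and 671 nm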
proCasp3 act: procaspase-3 (human) activation; 0.11% of 330,000 active; recombinant procaspase-3 D3A, Ac-DEVD-pNA absorbance 405 nm; activation, % at 8.5 µM; AID 463141; P42574;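 active means activation above the mean of all tested compounds plus 3 SD, cut at about 21% in these data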;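 further: 0% = DMSO alone and 100% = DMSO wells spiked with extra 5 µM PC-3 D3A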
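Compound: 8.5 µM single point, 0.8% DMSO / Material: Autoprocessing-dead procaspase-3 D3A mutant enzyme / Timing: 1 h preincubation plus 2 h reaction at 25 °C / Medium: Zinc-free HEPES/NaCl buffer with 0.01% Triton X-100 at pH 7.4 / Technique: 405 nm absorbance of p-nitroaniline, reads at 0 and 120 min / Repeats: one well per compound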
PP5 primary: blocks human protein phosphatase 5 activity; P53041; inhibition, % at 6.7 µM; 0.18% of 320,000 active; purified PP5c, OMFP substrate fluorescence;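 active means inhibition above the campaign's mean inhibition across all tested compounds plus 3 SD, cut at about 9.5% in these data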;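 further: 0% = DMSO only and 100% = 100 µM cantharidin control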
Target sequence (P53041 whole entry, looked up): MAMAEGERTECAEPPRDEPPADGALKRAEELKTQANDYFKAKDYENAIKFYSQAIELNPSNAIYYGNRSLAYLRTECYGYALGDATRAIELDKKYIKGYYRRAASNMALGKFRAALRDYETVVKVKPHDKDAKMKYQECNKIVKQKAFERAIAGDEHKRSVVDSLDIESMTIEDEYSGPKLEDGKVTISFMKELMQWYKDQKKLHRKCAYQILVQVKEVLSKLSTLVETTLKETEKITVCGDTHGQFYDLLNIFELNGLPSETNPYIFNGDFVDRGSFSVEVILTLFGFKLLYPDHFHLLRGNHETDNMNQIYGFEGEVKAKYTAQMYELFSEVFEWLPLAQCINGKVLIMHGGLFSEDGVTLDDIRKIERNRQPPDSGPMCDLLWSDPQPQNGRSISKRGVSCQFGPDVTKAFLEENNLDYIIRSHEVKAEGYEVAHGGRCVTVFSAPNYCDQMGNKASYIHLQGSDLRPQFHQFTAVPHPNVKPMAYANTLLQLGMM
procasp7 counter: counter-screen for procaspase-3 activators: activators of human procaspase-7; 0.093% of 330,000 active; activation, % at 8.5 µM; recombinant procaspase-7, Ac-DEVD-pNA absorbance 405 nm; D23A/D198A/D206A triple mutant, cannot self-cleave; scale: DMSO 0, 5 µM enzyme 100; P55210;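 active means percent activation above the screen-wide mean plus 3 SD, cut at about 25% in these data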
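Assay system: Uncleavable procaspase-7 mutant enzyme | Input: 2 µM procaspase-7 mutant as dispensed | Timing: 1 h compound preincubation, 2 h substrate cleavage, 25 °C | Repeats: One well per compound | Control set: DMSO wells as 0%, DMSO with 5 µM added PC-7 as 100% | Technique: Epi-absorbance of released pNA at 405 nm, two timepoints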
PP1 inh: counter-screen for PP5 inhibitors: inhibitors of human PP1-alpha; 0.9% of 320,000 active; purified PP1alpha, OMFP fluorescence; AID 2235; inhibition, % at 6.7 µM;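 active means inhibition above the mean inhibition of all tested compounds plus 3 SD, computed separately for each screening campaign, cut at about 15% in these data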
JMJD2C inh: inhibitors of human GASC-1 (JMJD2C) demethylase; AID 2099; inhibition, % at 2.35 µM; 0.069% of 330,000 active; Q9H3R0; GST-JMJD2C(1-420) H3K9me3 demethylation, DELFIA europium;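 active means more than half of a compound's replicate wells show inhibition beyond 50%, single wells judged on their own value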;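 further: signal counts dimethyl H3K9 product captured on neutravidin plate; 0% = median of DMSO wells and 100% = 0.3 times that DMSO median; strong numbers were not always called active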
Target sequence (Q9H3R0 1-420 limits assumed): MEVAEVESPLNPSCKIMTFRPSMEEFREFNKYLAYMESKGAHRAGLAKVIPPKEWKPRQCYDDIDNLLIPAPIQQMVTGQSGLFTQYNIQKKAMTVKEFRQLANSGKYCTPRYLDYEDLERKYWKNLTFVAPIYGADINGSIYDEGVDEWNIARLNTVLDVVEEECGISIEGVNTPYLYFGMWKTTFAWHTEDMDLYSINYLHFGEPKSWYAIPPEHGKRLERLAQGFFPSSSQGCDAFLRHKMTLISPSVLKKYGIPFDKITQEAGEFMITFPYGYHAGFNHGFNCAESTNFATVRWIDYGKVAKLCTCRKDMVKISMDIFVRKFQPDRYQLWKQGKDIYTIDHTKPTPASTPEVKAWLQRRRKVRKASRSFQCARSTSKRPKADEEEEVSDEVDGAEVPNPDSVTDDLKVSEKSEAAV
CTSL1 counter: blocks F. hepatica cathepsin L1 in PFM18AAP counter-screen. recombinant F. hepatica cathepsin L1, Z-Leu-Arg-MCA fluorescence. 0.49% of 300,000 active. inhibition, % at 5.96 µM. AID 1906;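 active means inhibition above the mean of all tested compounds plus 3 SD, set per screening campaign, cut at about 17% in these data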;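 further: 0% = plate median of test compound wells and 100% = 1 µM Z-Phe-Ala-diazomethylketone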
Efflux pump mplx: antifungal efflux pump inhibition, Nile Red retention. 0.44% of 330,000 active. AID 485275. inhibition, % at 10 µM. S. cerevisiae Candida pump triplex;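 active means plate passing quality check with inhibition over a set limit, or well fluorescence over plate mean plus 4 SD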;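 further: Nile Red retained in pooled yeast measured as flow cytometry median fluorescence; 0% = buffer negative control and 100% = Enniatin B positive control; higher means more Nile Red kept so more efflux inhibition; some compounds called inactive have numbers as strong as hits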
TPT1 inh: inhibitors of Candida albicans tRNA 2'-phosphotransferase TPT1; recombinant caTPT1, FP RNA substrate dephosphorylation; inhibition, % at 5 µM; 0.81% of 300,000 active; AID 1962;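 active means inhibition above the mean of all tested compounds plus 3 SD, set per screening campaign, cut at about 24% in these data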;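 further: plate controls were DMSO alone for no effect and ferristatin control at 100 nM for full effect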
Numbers without * were called inactive; · = not tested or not shown; & = joins results of further samples.

cpd	molecule	HCV core dimer	proCasp3 act	PP5 primary	procasp7 counter	PP1 inh	JMJD2C inh	CTSL1 counter	Efflux pump mplx	TPT1 inh
1	COc1ccccc1C(=O)N1CCN=C1SC	0	-3	0.6	6	2	6	-2	0.0	-1
2	CC1CCN(C(=O)C(NS(=O)(=O)c2cccc3nsnc23)C(C)C)CC1 (configuration not stated)	-8	7	0.1	-5	-4	1	1	0.0	1
3	C=CCn1cnc2c(sc3nc(C)cc(C)c32)c1=O	1	1	1.0	-3	-5	18	-7	0.0	-3
4	CCCC(=O)C1=C(O)C(C(=O)OC)C(C)(C)CC1=NC (configuration not stated)	-3	-1	-0.7	0	-4	-11	-5	0.0	1
5	O=C(c1ccc(S(=O)(=O)Cc2cc(F)ccc2F)c([N+](=O)[O-])c1)N1CCCC1	2	-8	-2.1	-1	0	0	0	0.0	0
6	Cc1ccnc(NC(=O)COc2ccc3oc4c(c3c2)CCCC4)c1	2	-6	2.2	3	6	8	-3	0.5	3
7	CCOC(=O)c1cnc(-n2nc(C)cc2C)[nH]c1=O	0	6	-0.7	4	0	-5	0	0.0	-2
8	COc1cccc(CNC(=O)CN(C)S(=O)(=O)c2ccc3c(c2)CC(C)N3C(C)=O)c1 (configuration not stated)	2	3	-4.2	3	-4	1	3	-0.1	1
9	O=C(/C=C/c1ccccc1[N+](=O)[O-])NCCc1ccc(F)cc1	-13	-6	0.1	-8	2	-6	4	0.4*	8
10	CCCC(=O)NCCCc1nc2ccccc2n1CCC	-10	9	1.5	6	-1	-16	-1	-0.2	-6
11	Cc1ccc(C)n1-c1cc(S(=O)(=O)N2CCOCC2)ccc1N1CCCC1	19	-2	3.6	3	12	6	0	0.2	7
12	O=C(CNc1ccc2ccccc2c1)N/N=C/c1ccncc1	-17	-2	0.0	5	6	3	-2	0.1	1
13	O=C(NC(=S)N1CCOCC1)c1cc2ccccc2o1	-3	0	1.4	-19	8	-8	2	-0.2	-2
14	O=C(CC(c1ccccc1)c1cc(Br)ccc1O)N1CCCCC1 (configuration not stated)	1	-4	3.1	8	-2	34	-1	0.0	0
15	CCOc1ccc(OCCC(=O)N(CCCOC)c2c(N)n(Cc3ccccc3)c(=O)[nH]c2=O)cc1	1	5	2.5	11	-4	-5	-4	0.0	-1
16	CC(=O)c1cccc(NC(=O)C2CCN(S(=O)(=O)c3cccs3)CC2)c1	-3	-2	-6.4	3	0	-14	-4	0.1	3
17	O=C(O)CN1C(=O)C2C3CC(C2C1=O)C1C(c2ccc(F)cc2)c2sc(=O)[nH]c2SC31 (configuration not stated)	8	-5	1.0	-11	-3	-10	2	0.1	-1
18	N/C(=N\OC(=O)c1cc(-c2ccccc2)nc2ccccc12)c1cccnc1	0	1	0.8	-3	-1	1	-22	-0.3	-1
19	Cc1ccccc1-n1c(-c2ccncc2)n[nH]c1=S	-6	-2	1.3	-15	-6	12	1	0.0	-10
20	Cc1ccc(-n2c(SCC(=O)N3CCOCC3)nnc2-c2cccnc2)cc1	-7	-4	3.2	-2	-3	-2	1	0.0	3
21	CC(=O)Nc1ccc(C(=O)N/N=C/C2CC3C=CC2C3)cc1 (configuration not stated)	-4	0	-1.3	8	1	5	4	0.0	-3
22	O=C(NC1CCCCCC1)C(=S)NCCc1ccccc1	-1	2	2.3	-17	3	-25	1	-0.1	3
23	COc1cccc(NC(=O)N2CCCC2C(=O)NCc2ccccc2F)c1 (configuration not stated)	1	6	-1.1	0	-3	20	0	-0.1	0
24	OCC(O)CSc1nc(-c2ccccc2)nc2c1CCC2 (configuration not stated)	-3	5	0.4	14	-3	5	-1	-0.1	-3
25	Cc1nc(SCC(=O)N2CCCC2=O)nc(C)c1C	·	-7	·	-8	·	-14	·	0.1	·
26	O=C1COc2ccc(C(=O)CSc3nnc(Cc4cccs4)n3-c3ccc(Cl)cc3)cc2N1	12	4	5.2	-9	7	15	0	0.4	-2
27	CC(C)N(Cc1nc(-c2ccc(Cl)cc2)no1)Cc1nccn1C	0	-4	-0.8	2	2	-36	-3	0.0	4
28	Cc1sc2nc(CN(C(=O)NC3CCCCC3)C3CCCC3)[nH]c(=O)c2c1C	-1	-1	3.4	11	1	-6	4	-0.1	-2
29	CC1(C)CC(=O)C(N=Nc2cc(S(=O)(=O)N3CCOCC3)ccc2Cl)=C(O)C1	-1	-1	2.8	-9	1	8	3	-0.1	-2
30	COc1cc(-c2nc(S(=O)(=O)c3ccc(C)cc3)c(N(C)C)o2)cc(OC)c1OC	13	5	1.3	3	-1	-11	-9	-0.1	-6
31	COc1ccc(-n2c(SCC(=O)Nc3ccccc3C)nc(O)c(Cc3ccccc3)c2=O)cc1	3	-5	0.9	-10	-3	-1	-1	0.2	2
32	O=C(NCC1CCCO1)/C(=C\c1ccco1)NC(=O)c1ccc(Cl)cc1 (configuration not stated)	4	0	0.3	0	-2	3	-6	-0.2	2
33	Cc1cc(Cl)ccc1OCC(=O)NNC(=O)c1ccc(=O)[nH]c1	·	4	·	10	·	-4	·	-0.1	·
34	COc1ccc(-c2nc(-c3ccccn3)ncc2S(C)(=O)=O)cc1	-5	-2	-0.2	16	7	13	-2	0.1	3
35	Cc1ccccc1NC(=O)CSCC(=O)Nc1ccccc1C	1	1	2.5	0	-1	4	-4	0.1	1
36	CS(=O)(=O)N(CCc1ccccc1)CC(=O)Nc1ccccc1	0	-1	2.6	1	-3	4	4	0.0	2
37	COc1ccc(S(=O)(=O)N2CCOC23CCN(S(C)(=O)=O)CC3)cc1	1	9	-1.8	4	-3	-13	-1	-0.1	-1
38	c1ccc(OCCn2c(-c3ccco3)nc3ccccc32)cc1	17	3	1.7	-5	3	0	-2	0.3	10
39	CCCOc1ccc([C@@H]2C3CN(C(=O)OCC)CC=C3C(C#N)=C(N)C2(C#N)C#N)cc1OC (some centres not stated)	12	4	6.9	-4	6	36&-3	1	0.1	17
40	COc1ccc(OC(C)C(=O)NC2CCCCCCC2)cc1 (configuration not stated)	0	5	3.4	5	0	-6	2	-0.1	-3
41	Cc1ccc(C(=O)N/C(=C\c2ccc(-c3cccc([N+](=O)[O-])c3)o2)C(=O)NCCCN2CCOCC2)cc1	-30	5	-5.8	-4	-10	15	3	0.1	4
42	O=C(COc1ncnc2ccccc12)NC1CCCCC1	·	2	·	5	·	1	·	0.1	·
43	O=C(O/N=C\c1ccc(N2CCCCC2)c([N+](=O)[O-])c1)c1cccc(Cl)c1	7	0	-2.3	10	0	2	-11	-0.1	-6
44	c1cc2nc(C34CC5CC(CC(C5)C3)C4)[nH]c2cn1	-5	-20	3.2	3	3	-2	0	-0.1	-2
45	O=C(O)c1cc(-c2ccc3ccccc3n2)nc2ccccc12	-4	-1	-1.0	6	-1	2	3	-0.1	-2
46	COCC1CCN(C(=O)c2oc3c(F)cccc3c2C)C1 (configuration not stated)	-6	0	1.7	-2	-2	2	7	0.0	-4
47	CCCCN(CC)CCNC(=O)c1cc2c(=O)[nH]c3ccc(C)cc3c2s1	-3	-13	0.7	2	4	-1	-2	0.1	1
48	Cn1c(CN2CCCC(C(=O)c3ccc4c(c3)OCO4)C2)nc2ccccc21 (configuration not stated)	1	8	1.3	3	-3	1	-4	0.3	-3
49	CC1CCc2c(sc3ncnc(NCCCOC(C)C)c23)C1 (configuration not stated)	-11	1	0.6	0	0	1	7	-0.1	-3
50	Cn1c(=O)c(-c2ccccc2)c(O)c2ccccc21	-6	4	2.1	-7	-2	2	5	-0.1	-2
51	CCOc1ccc(C(=O)c2cc([N+](=O)[O-])ccc2Cl)cc1	3	0	5.6	21	0	-3	5	0.1	-4
52	CN(C)S(=O)(=O)c1ccc(C(=O)Nc2ccccc2SCCC#N)cc1	-6	0	3.2	0	-4	-4	-2	0.2	0
53	O=C(COc1ccccc1C(=O)NCC1CCCO1)Nc1ccc(Br)cc1 (configuration not stated)	-4	-3	0.0	-1	-1	-2	-3	0.0	2
54	COc1ccc(NC(=O)CN(C)C(=O)CCSc2ccc(C)cc2)cc1	4	6	-2.1	12	-2	1	-3	0.0	-1
55	Cc1cnc(NC(=O)Nc2ccccc2)c(C)n1	-5	3	-2.3	-3	-2	5	4	-0.2	-4
56	COc1ccc(CN(C(=O)c2cc3ccccc3oc2=O)C2CCS(=O)(=O)C2)cc1OC (configuration not stated)	-18	6	0.6	0	-6	8	-3	0.1	2
57	COc1cc(NC(=O)C2CCN(S(=O)(=O)c3cccc4nonc34)CC2)cc(OC)c1	2	-5	3.9	-3	-1	-3	0	0.0	5
58	Cc1ccc2[nH]cc(C(=O)CN3CCOCC3)c2c1	1	10	2.1	-8	-12	-25	-5	0.2	3
59	Nc1nc(C23CC4CCC(CC(C4)C2)C3)cs1	-4	-7	3.2	0	2	0	-3	0.3	1
60	CCN1CCN(C(=O)C2=C(C(=O)O)CCCC2)CC1	1	5	0.1	6	-3	-7	3	-0.1	-6

Additional structures:
cpd	molecule	HCV core dimer	proCasp3 act	PP5 primary	procasp7 counter	PP1 inh	JMJD2C inh	CTSL1 counter	Efflux pump mplx	TPT1 inh
61	Cc1cc(C)nc(N/N=C2/CCSc3ccc(F)cc32)n1	2	-5	-1.0	-1	-3	3	3	0.1	-5
62	CCN(CC(=O)Nc1c(F)cccc1F)C(=O)/C=C/c1cn(Cc2ccccc2)nc1-c1cccnc1	6	-2	2.2	-5	1	42	1	0.2	18
63	O=C(COC(=O)/C=C/c1ccc(C(F)(F)F)cc1)NCCC1=CCCCC1	1	-9	4.0	-2	1	-8	3	0.1	1
64	O=C(c1ccccc1)c1ccc(OCC(=O)N2CCOCC2)cc1	1	-11	-3.7	5	-1	-2	-2	0.4	-5
65	O=C(COc1ncnc2c(Cl)cc(Cl)cc12)Nc1cc([N+](=O)[O-])ccc1Cl	4	0	-5.1	-3	2	1	0	-0.1	5
66	COc1cc(C(=S)N2CCOCC2)ccc1OS(=O)(=O)c1ccc(Cl)cc1	-1	2	1.9	4	-3	8	0	-0.1	-5
67	O=C(CCCN1C(=O)/C(=C/c2cccs2)SC1=S)NNC(=O)c1ccc(F)cc1	-9	-4	0.3	1	4	-3	2	0.1	1
68	N/C(CC(=O)NCCOc1ccccc1)=N\O	6	-1	2.1	-4	-5	16	-3	0.2	-2
69	CCC(=O)c1cc2c(C)cc(=O)oc2c(C)c1O	0	3	1.9	-9	-7	-2	-4	0.0	-5

Part of the list above, showing only CTSL1 counter and PP1 inh.
nr	structure	CTSL1 counter	PP1 inh
64	O=C(c1ccccc1)c1ccc(OCC(=O)N2CCOCC2)cc1	-2	-1
66	COc1cc(C(=S)N2CCOCC2)ccc1OS(=O)(=O)c1ccc(Cl)cc1	0	-3
